# Screens as filed in PubChem.
# miR-122 sensor: blocks miR-122 activity in Huh7 sensor cells | activation (reporter increase), % at 12.5 µM | Huh7 miR-122 Renilla luciferase sensor, 48 h; neutral wells = 0, positive control = 100 | 340,000 compounds, 0.3% hits | AID 602342;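 active = mean replicate activation score at least 90 and every replicate individually at or above 90; inconclusive = only one of the two criteria met; inactive = neither criterion met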;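 also: higher luciferase means less miR-122 activity so hits act as miR-122 inhibitors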
# ARNT TACC3 PPI: disrupts binding between human ARNT and TACC3; Q9Y6A5; AlphaScreen His-ARNT PAS-B/GST-TACC3 binding, luminescence; TACC3 fragment carries E629A point mutation; inhibition, % at 9.99 µM; 390,000 compounds, 0.66% hits; AID 623870;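 active = mean inhibition of replicates at least 50% and at least half of replicates each reaching 50%; inconclusive = half or more replicates reach 50% but mean below 50%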;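 also: 0% = complete ARNT plus TACC3 wells and 100% = ARNT alone without TACC3; many hits fall short of the cut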
# SIRT5 block: blocks human SIRT5 desuccinylation of peptide. Purified SirT5, succinyl-peptide AMC, trypsin-coupled fluorescence. inhibition, % at 15 µM. 330,000 compounds, 1.1% hits; in the data active = inhibition above about 15%; inconclusive = no clear call, values can overlap the other calls
# Target sequence (Q9NXA8 whole entry, looked up): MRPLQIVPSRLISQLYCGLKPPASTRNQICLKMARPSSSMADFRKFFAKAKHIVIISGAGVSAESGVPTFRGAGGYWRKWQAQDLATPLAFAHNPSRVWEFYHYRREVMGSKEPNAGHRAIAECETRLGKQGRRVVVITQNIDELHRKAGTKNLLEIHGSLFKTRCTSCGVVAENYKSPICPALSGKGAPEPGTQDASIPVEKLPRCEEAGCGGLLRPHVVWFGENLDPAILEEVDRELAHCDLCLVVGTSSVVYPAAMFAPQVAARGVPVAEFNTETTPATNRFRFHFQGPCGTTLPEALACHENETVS
# ERp5 inh: inhibitors of human ERp5; ERp5 insulin aggregation, absorbance 650 nm, 90 min; 350,000 compounds, 0.05% hits; inhibition, % at 9.99 µM; Q15084;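 active = mean replicate inhibition above about 25%, with every replicate also reaching it, limit read from the data, passing the limit was not always enough; inconclusive = only one of those two criteria met; inactive = neither criterion met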
# Target sequence (Q15084 whole entry, looked up): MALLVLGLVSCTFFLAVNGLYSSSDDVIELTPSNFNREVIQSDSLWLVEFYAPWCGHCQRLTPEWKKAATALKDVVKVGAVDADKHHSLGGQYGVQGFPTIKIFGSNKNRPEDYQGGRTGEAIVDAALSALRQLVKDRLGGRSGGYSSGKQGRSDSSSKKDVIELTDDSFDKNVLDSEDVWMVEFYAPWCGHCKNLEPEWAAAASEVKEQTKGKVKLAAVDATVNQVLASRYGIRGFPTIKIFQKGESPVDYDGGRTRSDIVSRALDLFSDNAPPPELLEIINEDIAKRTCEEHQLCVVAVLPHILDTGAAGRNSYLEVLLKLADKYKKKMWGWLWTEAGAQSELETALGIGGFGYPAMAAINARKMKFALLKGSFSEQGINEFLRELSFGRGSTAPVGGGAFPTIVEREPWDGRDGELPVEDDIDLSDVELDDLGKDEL
# C2C12 statin: suppression of simvastatin myotoxicity | 330,000 compounds, 0.78% hits | AID 602340 | C2C12 myotubes + simvastatin, ATP luminescence, 48 h; scaled: DMSO 0, geranylgeraniol control 100 | rescue of ATP level, % at 7.49 µM;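 active = mean ATP rescue above about 67%, or every replicate alone reaching that limit, limit read from the data, passing the limit was not always enough; inconclusive = no clear call, values can overlap the other calls; inactive = mean under the limit and some replicate under it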;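 also: myotubes were challenged with 10 µM simvastatin during compound exposure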
# esBAF inh: blocks esBAF chromatin remodeling in mouse ES cells. 350,000 compounds, 2% hits. AID 602393. Bmi1-luciferase knock-in reporter, 24 h; 100% = twice the neutral-well signal. reporter increase, % at 12.5 µM; in the data active = activation above about 40%; inconclusive = no clear call, values can overlap the other calls;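 also: 0% = median of the plate's neutral control wells and 100% = double that signal; a rise in the Bmi1 reporter signal indicates esBAF inhibition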
# Cneo AK release: causes C. neoformans cell lysis; adenylate kinase release luminescence, 4 h; normalised: neutral wells 0, clomiphene wells 100; 360,000 compounds, 0.2% hits; lysis activity, % at 15 µM; AID 651654;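 active = mean lysis activity across replicates of at least 80%, whatever share of replicates individually reach that level; inactive = mean lysis activity below 80%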
#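 Signal: Adenylate kinase release luminescence | Assay system: Log-phase Cryptococcus neoformans yeast cells | Input: Cells at 5 × 10^6 per mL | Buffer or medium: Fresh YPD growth medium | Compound: Single dose | Schedule: Static 4 h at 37 °C with compound, 1 h detection | Controls: Clomiphene | Read-out: Luminescence rise reflecting yeast cell lysis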
# The depositor's hits bear a star; ? = inconclusive; / = not tested or not shown; [ ] = another dose, or the depositor's remark. No enrichment for hits; about 4% have a hit in one of these screens.
# The line under a structure holds: miR-122 sensor, ARNT TACC3 PPI, SIRT5 block, ERp5 inh, C2C12 statin, esBAF inh, Cneo AK release
CC(C)NC(=O)Nc1ccc2c(c1)C(=O)N([C@@H](C)CO)C[C@@H](C)[C@@H](CN(C)Cc1ccc3c(c1)OCO3)OCCCC[C@H](C)O2
  4[16.7 µM], 2, /, /, /, 1, 1
CN(C)CCNC(=O)c1ccc2c(c1)N(Cc1ccc(F)cc1)CCS2
  -5, 5, -18, -4, -10, -3, 2
CC(C)NC(=O)Nc1cccc2c1O[C@@H](CN(C)Cc1ccc(C(=O)O)cc1)[C@@H](C)CN([C@H](C)CO)C2=O
  -2[16.7 µM], -14, -3, -3, 0, -8, -5
COc1ccc(CNC(=O)O[C@]23C[C@H]4C(=O)N(c5ccccc5)C(=O)[C@H]4C[C@@]2(O)CN(S(=O)(=O)c2ccc(C)cc2)C3)cc1OC
  -4, /, -1, -6, 6, -7, 1
COc1ccccc1CNC(=O)C[C@H]1C[C@@H]2c3cc(NC(=O)C4CCOCC4)ccc3O[C@@H]2[C@H](CO)O1
  -1[16.7 µM], -3, -3, -1, 2, 0, -3
O=C1c2ccccc2C(=O)N1c1cccnc1
  -9, -12, /, /, 8, -5, 5
COc1ccccc1C(c1nnnn1Cc1ccccc1)N1CCN(C2CCCC2)CC1 (configuration not stated)
  9, /, /, /, -6, -3, 0
COc1ccc(OC)c2nc3c(cc12)CCC3
  -1, -1, 3, 4, 1, -4, 1
CC(=O)NC[C@H]1[C@@H](c2ccc(-c3cccnc3)cc2)[C@H](CO)N1C(=O)C1CCC1
  21[16.7 µM], -6, /, /, -2, 4, -1
CC(C)(CO)CNc1ccn2nccc2n1
  3, /, -8, 6, -1, -13, 0
CCC(=O)Nc1ccc2c(c1)OC[C@H](C)N(C(=O)c1ccc(F)cc1)C[C@@H](C)[C@@H](OC)CN(C)C2=O
  /, 2, 3, 6, -14, -2, 92*
O=C(Nc1ccc(Cl)c(Cl)c1)N1CC=CCC1
  -3, -2, /, /, -21, 100*, 1
Cc1noc(C)c1NC(=O)Nc1ccc2c(c1)CC(=O)N([C@@H](C)CO)C[C@@H](C)[C@@H](CN(C)S(C)(=O)=O)O2
  -1[16.7 µM], -4, /, /, 0, 4, 14
C/C(=N\NS(=O)(=O)c1ccc(Br)cc1)c1ccc2c(c1)OCO2
  /, /, -1, 1, 26, 0, 1
Cc1ccc(C)c(N2CCN(S(=O)(=O)c3ccc4c(c3)CC(=O)N4C)CC2)c1
  4, -7, -1, 3, 33, -5, -11
C[C@@H]1CCCCO[C@@H](CN(C)C(=O)Nc2cccc3ccccc23)[C@H](C)CN([C@@H](C)CO)C(=O)c2cc(NC(=O)c3ccccc3)ccc2O1
  -5[16.7 µM], 22, 17*, 0, /, -2, 0
CCn1nc(NS(=O)(=O)c2ccc(NC(C)=O)cc2)c2cc3cc(C)ccc3nc21
  -1, 0, 0, -3, 39, 10, 25
C[C@H](CO)N1C[C@H](C)[C@H](CN(C)C(=O)Nc2cccc3ccccc23)Oc2ccc(NC(=O)Nc3cccc4ccccc34)cc2C1=O
  -6[16.7 µM], 1, 8, 17, 27, 4, 12
CC(C)(O)C#Cc1ccc(CNC[C@H]2O[C@@H](n3cnc4c(N)ncnc43)[C@H](O)[C@@H]2O)s1
  -2, -1, -2, 1, 5, -3, 2
Cc1cc(Cl)ccc1NC(=S)NC1CCCC1
  33, 8, -1, 3, 9, 8, 1
CCCS(=O)(=O)NC(=O)C1(C)CCCN(C(=O)c2cc(C)on2)C1 (configuration not stated)
  1, /, -2, -1, -28, -5, 0
O=C(NC(Cc1ccccc1)C(=O)N1CCc2ccccc2C1)c1ccccc1 (configuration not stated)
  /, -3, 1, 0, 5, 17, -2
CC(C)NC(=O)Nc1ccc2c(c1)C(=O)N([C@@H](C)CO)C[C@@H](C)[C@@H](CN(C)C(=O)Nc1ccc(C(F)(F)F)cc1)OCCCC[C@H](C)O2
  -2[16.7 µM], -3, 1, -4, /, -9, 58
CCOc1cc(Br)c(/C=C2/C(=O)N(C)C(=S)N2CC(=O)OC)cc1OC
  /, 10, 0, -5, /, /, /
Cn1c(=O)c2c(SCC(=O)Nc3ccccc3F)nc(C3CC3)nc2n(C)c1=O
  0, -9, -4, -3, 1, -6, 1
O=C(C[C@H]1C[C@H]2c3cc(NS(=O)(=O)c4ccccc4)ccc3O[C@H]2[C@H](CO)O1)NC1CCCC1
  1[16.7 µM], -11, -4, -5, 0, -9, 18
CC1CCCC(NC(=O)CSc2ncnc3ccccc23)C1C (configuration not stated)
  9, 1, -4, 0, 5, 16, -5
CC(C)N(C(=O)CSc1nnc(NC(=O)c2cccs2)s1)C(C)C
  13, -5, /, /, -14, 1, 1
O=C(NCCCN1CCCC1=O)c1ccc(NS(=O)(=O)c2ccccc2)cc1
  -2, -5, -2, 1, -15, /, 1
Clc1ccccc1CSc1nncn1NC/C=C/c1ccccc1
  50, 2, -2, 1, 13, -2, 1
O=C(CCn1nc(-c2ccccc2)ccc1=O)NCCCN1CCCCCC1
  /, 5, -1, 10, /, /, /
CC1(C)Cc2c(cnn2-c2cccc(F)c2)C(NC(=O)Cn2cccn2)C1 (configuration not stated)
  /, 0, 2, 2, /, /, -2
CCOC(=O)c1cnc2c(C(F)(F)F)cccc2c1N1CCN(C)CC1
  /, -12, 1, -2, /, /, /
CCOc1ccc(NC(=O)c2ccccc2NC(=O)c2cccnc2)cc1
  3, -2, 0, -3, -12, 5, 2
O=C(CCCN1C(=O)S/C(=C\c2ccccc2)C1=O)NNC(=O)c1ccccc1O
  2, 0, -2, 8, 10, -81, /
CC(C)C[C@H](NC(=O)N1CCn2c1nc1ccccc12)C(=O)NC1CC1
  9, 30, 0, 3, -11, -5, -1
COc1ccc(C)cc1N(CC(=O)Nc1ccc(S(=O)(=O)N2CCOCC2)cc1)S(C)(=O)=O
  2, -18, -2, 0, 9, 0, -4
Cc1nn(C(C)C(=O)NCc2ccccc2Cl)c(=O)c2c1sc1ccccc12 (configuration not stated)
  -2, 2, /, /, /, /, 0
Cc1ccc(-c2nnn(CC(=O)N(c3ccccc3)C(C(=O)NCC3CCCO3)c3cccs3)n2)o1 (configuration not stated)
  /, -18, -2, -2, /, /, /
Clc1ccccc1OCc1nc(-c2ccncc2)no1
  -8, /, /, /, -1, ?, -2
C[C@@H]1CN([C@@H](C)CO)C(=O)c2ccccc2-c2ccccc2CO[C@@H]1CN(C)C(=O)CCN(C)C
  /, 3, -3, -1, -5, -4, 0
CC(C)C(=O)NNC(=O)c1csc(CS(=O)(=O)c2ccc(Cl)cc2)n1
  /, -4, -3, -2, 1, -6, /
Cc1ccccc1S(=O)(=O)N1CC[C@@H]2[C@H](CO)Nc3ccc(-c4ccccc4)cc3[C@@H]21
  10[16.7 µM], -13, 8, -4, -38, -3, -6
Cc1nnc(NC(=O)c2ccccc2Oc2ccccc2)s1
  3, -2, /, -2, 6, -8, 3
C[C@H]1CCCCO[C@@H](CN(C)Cc2ccc(C(F)(F)F)cc2)[C@@H](C)CN([C@@H](C)CO)C(=O)c2cc(NC(=O)Nc3cccc4ccccc34)ccc2O1
  -13[16.7 µM], 18, /, /, /, 0, -4
COc1ccc(-c2noc(CCC(=O)N(C)c3cccc(C)c3)n2)cc1
  -4, -3, /, /, 35, 7, 12
C=CCn1nnnc1SCC(=O)Nc1ccccc1C(=O)OC
  4, -8, /, /, 14, -2, 8
OC[C@@H]1[C@H]2c3ccccc3OC1(CO)N=C1SCc3ccccc3CN12
  /, -6, 3, 0, /, /, -1
O=[N+]([O-])c1csc2ccccc12
  /, -4, /, 1, -1, 1, 1
Cc1cc(C)c(NC(=O)CN(C2CCCCC2)C2CCCCC2)c(C)c1
  -3, 1, -3, 1, -29, -11, -3
CO[C@@H]1CN(C)C(=O)c2ccc(NC(=O)NC(C)C)cc2OC[C@H](C)N(Cc2ccccn2)C[C@H]1C
  /, 9, 2, 0, -2, 6, 46
C[C@H](CO)N1C[C@H](C)[C@H](CN(C)S(=O)(=O)c2cn(C)cn2)OCCCC[C@H](C)Oc2ccc(NC(=O)Nc3ccc(F)cc3)cc2C1=O
  -8[16.7 µM], -1, 3, 2, /, -1, 15
CC1CCc2c(sc(NC(=O)COC(=O)c3ccccc3NCc3ccco3)c2C#N)C1 (configuration not stated)
  7, 3, /, /, 0, -8, 11
O=C(O)c1ccc2c(c1)C(=O)N(NC(=O)c1ccccc1)C2=O
  4, -39, /, /, 15, 7, -1
C[C@@H]1CN([C@H](C)CO)C(=O)c2cc(NC(=O)CCN3CCOCC3)ccc2O[C@@H]1CN(C)C
  1[16.7 µM], -3, -3, 1, -30, -1, -2
CCNC(=O)Nc1ccc2c(c1)C(=O)N(C)[C@@H]1CC[C@@H](CC(=O)NCc3ccccc3F)O[C@H]1CO2
  58[16.7 µM], -6, 0, -9, -26, -6, 6
COc1ccc(-c2cnc3c(c2)C(=O)N([C@@H](C)CO)C[C@H](C)[C@@H](CN(C)C(=O)C2CC2)O3)cc1
  -2[16.7 µM], /, /, /, 18, -2, /
COCC(=O)N1C[C@@H]2[C@H](c3ccccc31)[C@H](CO)N2Cc1ccccc1Cl
  -17[16.7 µM], 2, 0, 3, -4, -5, -4
COc1ccc(S(=O)(=O)Nc2ccc3c(c2)CC(=O)N([C@H](C)CO)C[C@@H](C)[C@@H](CN(C)Cc2ccc(C(F)(F)F)cc2)O3)cc1
  -14[16.7 µM], 4, 22*, 8, ?, -2, 1
Cc1ccc(C(=O)NCC(=O)OCC(=O)Nc2ncc(C(F)(F)F)cc2Cl)cc1
  /, -6, -5, 2, /, /, /

# (continued)
# The line under a structure holds: miR-122 sensor, ARNT TACC3 PPI, SIRT5 block, ERp5 inh, C2C12 statin, esBAF inh, Cneo AK release
CCC(=O)NNc1cc(=O)c2c(=O)n(C)c(=O)n(C)c2[nH]1
  1, 1, /, /, 2, -11, /
Cc1cc(NC(=O)CCSc2ccc(Cl)cc2)no1
  /, -3, -7, 1, /, /, /
O=C(NCC(c1ccco1)N1CCN(c2ccc(F)cc2)CC1)c1cccs1 (configuration not stated)
  10, 6, -2, 2, 27, 9, -1
CC1CN(C(=O)CNC(=O)COc2ccccc2)CC(C)O1 (configuration not stated)
  -6, 24, 3, -13, -3, 1, 5
Cc1cccc(S(=O)(=O)N2CC[C@@H]3[C@H]2c2cc(-c4ccc(C#N)cc4)ccc2N(C)[C@H]3CO)c1
  12[16.7 µM], -21, -4, 10, -18, -1, -3
CC(C)Cn1c(S(=O)(=O)O)nc2ccccc21
  -6, 2, -3, -6, 3, 0, /
C[C@H]1CN([C@@H](C)CO)C(=O)c2cccc(NS(=O)(=O)c3ccc(F)cc3)c2O[C@@H]1CN(C)S(=O)(=O)c1cccs1
  1[16.7 µM], 1, 5, 2, -36, -3, -5
Cc1cccc(C(C)C)c1NC(=O)c1ccc(CN(c2ccccc2)S(=O)(=O)c2ccccc2)cc1
  12, -27, /, /, /, /, -1
COc1ccc(S(=O)(=O)Nc2ccc3c(c2)C(=O)N([C@@H](C)CO)C[C@@H](C)[C@@H](CN(C)S(=O)(=O)c2ccc(OC)cc2)OCCCC[C@@H](C)O3)cc1
  -12[16.7 µM], -11, /, /, /, 5, -14
C[C@@H]1CN([C@@H](C)CO)C(=O)Cc2cc(NC(=O)Cc3cn(C)c4ccccc34)ccc2O[C@@H]1CN(C)CC1CCCCC1
  -1[16.7 µM], 4, 1, 6, 27, 7, -2
O=C(NCC(=O)N1CCOCC1)c1ccc(Br)cc1
  /, -1, -1, -9, /, /, 0
Cc1ccc(S(=O)(=O)n2nccc2-c2c(-c3ccc(Cl)cc3)noc2C)cc1
  3, -1, -1, -1, /, /, -3
CCC(=O)N1[C@H](CO)[C@H](c2ccccc2)[C@@H]1CN(CC)C(=O)c1cccc(F)c1
  250*[16.7 µM], 1, 5, 1, -17, -1, 99*
